# High-throughput results: PubChem BioAssay, Broad Institute
# ARNT TACC3 PPI: disruptors of human ARNT/TACC3 interaction. Q9Y6A5. AlphaScreen His-ARNT PAS-B/GST-TACC3 binding, luminescence; TACC3 fragment carries E629A point mutation. inhibition, % at 9.99 µM. 390,000 tested, 0.66% active. AID 623870;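 active = mean inhibition of replicates at least 50% and at least half of replicates each reaching 50%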;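 also: 0% = complete ARNT plus TACC3 wells and 100% = ARNT alone without TACC3; many hits fall short of the cut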
# RAD54 branch: RAD54 (human) branch migration inhibition; Q92698; RAD54 Holliday junction branch migration, FAM/BHQ fluorescence; inhibition, % at 10.4 µM; 360,000 tested, 0.14% active; AID 602329;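 active = mean normalized replicate activity at least 40 and at least half of replicates scoring 40 or more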;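 also: 0% = median of neutral control wells and 100% = median of positive control wells; inhibitors cause a drop in the FAM fluorescence signal; in these data hits start at about 50%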
# Target sequence (Q92698 whole entry, looked up): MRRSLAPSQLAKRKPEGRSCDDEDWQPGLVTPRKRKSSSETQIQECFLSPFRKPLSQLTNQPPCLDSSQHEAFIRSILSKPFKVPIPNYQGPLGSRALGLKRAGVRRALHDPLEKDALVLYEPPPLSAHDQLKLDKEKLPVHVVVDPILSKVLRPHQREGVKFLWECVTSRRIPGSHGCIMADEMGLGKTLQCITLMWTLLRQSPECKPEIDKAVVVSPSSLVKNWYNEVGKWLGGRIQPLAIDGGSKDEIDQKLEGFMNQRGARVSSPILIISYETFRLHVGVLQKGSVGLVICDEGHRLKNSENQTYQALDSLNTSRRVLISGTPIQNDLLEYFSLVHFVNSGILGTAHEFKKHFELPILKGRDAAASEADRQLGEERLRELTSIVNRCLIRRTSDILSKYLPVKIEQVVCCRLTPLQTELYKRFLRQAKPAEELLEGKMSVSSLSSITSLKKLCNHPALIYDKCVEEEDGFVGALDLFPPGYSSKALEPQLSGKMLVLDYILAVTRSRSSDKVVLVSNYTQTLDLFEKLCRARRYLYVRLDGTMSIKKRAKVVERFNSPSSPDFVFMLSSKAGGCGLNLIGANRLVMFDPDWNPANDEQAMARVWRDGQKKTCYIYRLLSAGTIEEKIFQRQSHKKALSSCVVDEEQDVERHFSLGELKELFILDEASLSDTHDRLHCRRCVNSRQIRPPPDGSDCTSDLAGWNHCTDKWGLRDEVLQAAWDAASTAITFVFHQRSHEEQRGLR
# CFTR F508del cor: CFTR F508del correction in bronchial cells | CFBE cells, YFP halide quenching; stimulated with forskolin plus potentiator P3; % fluorescence drop versus neutral controls | activity (quench increase), % at 7.58 µM | 350,000 tested, 0.36% active | AID 720511;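 active = mean added fluorescence quench of at least 8% versus neutral control, with both replicates also reaching 8%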;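 also: cells transiently co-express mutant CFTR-F508del with the halide-sensitive YFP; corrector assay measuring rescue of mutant channel to the surface after 24 h compound exposure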
# ERAP1 HTS inh: blocks human ERAP1 aminopeptidase activity. Q9NZ08. recombinant ERAP1, Leu-AMC fluorescence, 60 min. inhibition, % at 10.7 µM. 340,000 tested, 0.15% active. AID 652197;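 active = mean replicate inhibition of at least 30%, or all replicates individually reaching that 30% level; inactive = mean below 30% and not every replicate reaching it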;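 also: 0% = neutral control wells and 100% = L-leucinethiol positive control wells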
# XiGFP reactiv: reactivates the inactive X chromosome in mouse fibroblasts | 360,000 tested, 0.055% active | activation, % at 7.58 µM | XiGFP mouse fibroblasts, % GFP-positive cells imaging, 3 d; cells co-treated with 5-aza-dC sensitizer; scaled so ellipticine positive control = 100%;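 active = mean normalized replicate activation at least 10% and every replicate at or above 10%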;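 also: 0% = median of on-plate neutral control wells and 100% = ellipticine 6 µM median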
#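 Schedule: 3 d treatment, 15 min room-temperature fixation; system: 68-5-11 XiGFP fibroblast line; buffer or medium: DMEM plus 5-aza-dC sensitizer; control set: ellipticine 6 µM positive control; compound: one concentration, pinned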
# GSIS activator: GLuc luminescence reporter in INS-1E cells, primary screen for activators of glucose-dependent secretion of insulin; 370,000 tested, 0.61% active; activation, % at 16.6 µM; INS-1E GLuc reporter insulin secretion, 2-3 h; AID 743287;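 active = lowest replicate activation of at least 40%, so every replicate reaches that level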;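 also: 0% = median of neutral control wells and 100% = median of IBMX positive control wells; some compounds called inactive have numbers as strong as hits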
# RAD52 inh: inhibitors of human RAD52 DNA annealing; P43351; recombinant RAD52 DNA annealing, FRET fluorescence; inhibition, % at 18.7 µM; 360,000 tested, 0.46% active;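 active = every replicate showing at least 50% inhibition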
# esBAF inh: SWI/SNF esBAF complex inhibition. mouse ES cells, Bmi1-luciferase knock-in reporter, 24 h; 100% = twice the neutral-well signal. reporter increase, % at 12.5 µM. 350,000 tested, 2% active; in the data active = activation above about 40%;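 also: 0% = median of the plate's neutral control wells and 100% = double that signal; a rise in the Bmi1 reporter signal indicates esBAF inhibition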
# Starred values were filed as active, the others as inactive; nt = not tested or not shown. An unsorted share of the library; about 3.3% have a hit in one of these screens.
SMILES,ARNT TACC3 PPI,RAD54 branch,CFTR F508del cor,ERAP1 HTS inh,XiGFP reactiv,GSIS activator,RAD52 inh,esBAF inh
COc1ccc(C2SCCN2S(=O)(=O)c2ccc(F)cc2)cc1OC (stereo not given),3,1,nt,-3,nt,32,-11,4
CO/N=C/C(c1ccc(Cl)nc1)S(=O)(=O)c1ccccc1 (stereo not given),-3,-2,-1.9,-4,0.1,19,-10,-1
CN(Cc1cccs1)C(=O)c1cc(S(=O)(=O)N2CCOCC2)ccc1F,4,0,-0.1,-1,0.0,11,-9,3
COc1ccc(Br)cc1CN(C)CC(=O)NCCc1ccc(S(N)(=O)=O)cc1,nt,6,5.7,-2,0.0,3,-13,8
COc1ccc(NC2=NCC(Cc3ccc(Br)cc3)S2)cc1 (stereo not given),2,nt,3.1,3,0.0,-23,-6,nt
COc1cccc(-c2sc3ccc(OC)cc3c2-c2ccc(OCCN3CCOCC3)cc2)c1,-4,-4,0.3,1,0.2,nt,-58,0
Cc1nc(C)c(-c2ccn(C(=O)NC(C)C)n2)s1,-4,2,-1.0,0,-0.1,nt,-6,nt
COc1ccc(S(=O)(=O)NCCC(=O)N2CCCC2)cc1N(C)S(C)(=O)=O,-3,7,-0.2,3,0.2,10,-3,-11
COc1ccc(C(=O)NCCc2ccccc2)cc1[N+](=O)[O-],-14,4,2.0,-4,0.1,-15,-9,31
O=C(C[C@@H]1CC[C@H]2[C@@H](COC[C@@H](O)CN2S(=O)(=O)c2ccc(Cl)cc2)O1)NCC1CCCCC1,16,-4,-1.9,0,0.0,14,42,0
Cc1ccc(-n2c(C)cc(C3N=C(N)Nc4nc5ccccc5n43)c2C)c(C)c1 (stereo not given),10,18,0.9,1,nt,5,18,-4
C[C@@H]1CN([C@@H](C)CO)C(=O)c2cc(NC(=O)Nc3ccc(C(F)(F)F)cc3)ccc2O[C@@H](C)CCCCO[C@@H]1CN(C)S(=O)(=O)c1ccc(F)cc1,-3,3,1.2,-1,0.0,3,22,-3
COc1ccccc1NC(=O)Cn1c([N+](=O)[O-])cnc1C,-2,-4,-1.5,-2,0.0,8,-8,-2
CCCOc1c(Br)cc(C2C3=C(CCCC3=O)N(C)C3=C2C(=O)CCC3)cc1OC,nt,nt,nt,-84,-0.1,-18,-3,nt
CNC[C@@H]1OCCCC[C@H](C)Oc2ccc(NS(=O)(=O)c3cn(C)cn3)cc2C(=O)N([C@@H](C)CO)C[C@H]1C,nt,nt,-3.2,1,0.0,2,-357,nt

# 9 entries from above, with bars between the fields.
SMILES | ARNT TACC3 PPI | RAD54 branch | CFTR F508del cor | ERAP1 HTS inh | XiGFP reactiv | GSIS activator | RAD52 inh | esBAF inh
Cc1nc(C)c(-c2ccn(C(=O)NC(C)C)n2)s1 | -4 | 2 | -1.0 | 0 | -0.1 | nt | -6 | nt
COc1ccc(S(=O)(=O)NCCC(=O)N2CCCC2)cc1N(C)S(C)(=O)=O | -3 | 7 | -0.2 | 3 | 0.2 | 10 | -3 | -11
COc1ccc(C(=O)NCCc2ccccc2)cc1[N+](=O)[O-] | -14 | 4 | 2.0 | -4 | 0.1 | -15 | -9 | 31
O=C(C[C@@H]1CC[C@H]2[C@@H](COC[C@@H](O)CN2S(=O)(=O)c2ccc(Cl)cc2)O1)NCC1CCCCC1 | 16 | -4 | -1.9 | 0 | 0.0 | 14 | 42 | 0
Cc1ccc(-n2c(C)cc(C3N=C(N)Nc4nc5ccccc5n43)c2C)c(C)c1 (stereo not given) | 10 | 18 | 0.9 | 1 | nt | 5 | 18 | -4
C[C@@H]1CN([C@@H](C)CO)C(=O)c2cc(NC(=O)Nc3ccc(C(F)(F)F)cc3)ccc2O[C@@H](C)CCCCO[C@@H]1CN(C)S(=O)(=O)c1ccc(F)cc1 | -3 | 3 | 1.2 | -1 | 0.0 | 3 | 22 | -3
COc1ccccc1NC(=O)Cn1c([N+](=O)[O-])cnc1C | -2 | -4 | -1.5 | -2 | 0.0 | 8 | -8 | -2
CCCOc1c(Br)cc(C2C3=C(CCCC3=O)N(C)C3=C2C(=O)CCC3)cc1OC | nt | nt | nt | -84 | -0.1 | -18 | -3 | nt
CNC[C@@H]1OCCCC[C@H](C)Oc2ccc(NS(=O)(=O)c3cn(C)cn3)cc2C(=O)N([C@@H](C)CO)C[C@H]1C | nt | nt | -3.2 | 1 | 0.0 | 2 | -357 | nt

# The results go on.
SMILES,ARNT TACC3 PPI,RAD54 branch,CFTR F508del cor,ERAP1 HTS inh,XiGFP reactiv,GSIS activator,RAD52 inh,esBAF inh
COc1cccc(C(=O)N2CCN(C(=O)Cc3ccccc3)CC2)c1,-9,nt,1.3,4,0.0,3,0,nt
CCc1ccc(N(CC)C(=O)c2ccc3c(Cl)c4c(nc3c2)CCC4)cc1,nt,3,-1.3,6,-0.1,-4,-4,-4
CC(C)Cc1nnc(NC(=O)CCC(=O)NCc2ccccc2Cl)s1,-1,nt,1.5,0,0.0,16,-8,nt
Cc1cc(C)n2cc(CSCC(=O)O)nc2n1,-13,nt,nt,nt,-0.1,26,nt,-5
COc1ccccc1NC(=O)N(C)C[C@@H]1Oc2ncc(Br)cc2C(=O)N([C@@H](C)CO)C[C@H]1C,3,-9,-2.0,-1,-0.1,14,-1,-4
COc1ccc(C(O)c2nc(-c3ccc(C)c(C)c3)cs2)cc1 (stereo not given),nt,5,-1.5,5,-0.1,-16,-16,8
OCC[C@@H]1C[C@H](O)[C@@H](O)[C@@]2(CCc3ccccc3O2)O1,0,3,2.0,-1,0.0,14,-5,-5
CCc1ccccc1NC(=O)CN(C)C(=O)COC(=O)c1ccccc1Cl,4,-8,-4.1,1,-0.1,-1,1,-7
CC(=O)Oc1ccc(N(C(C)=O)S(=O)(=O)c2ccc(C)cc2)c2ccccc12,5,nt,0.1,0,0.2,nt,-13,-7
Cn1nc(C(=O)Nc2nnc(C3CC3)s2)c2ccccc2c1=O,4,nt,2.6,0,-0.8,-6,11,nt
CCc1ccccc1NC(=O)Cc1ccc(-n2cccc2)cc1,-6,-1,nt,nt,-0.1,-11,nt,nt
COc1ccc(/C=C(\C#N)C(=O)NCCc2ccccc2)cc1OCc1ccccc1,-10,nt,nt,1,0.1,32,-10,nt
CCOC(=O)C1CCN(C(=O)c2cccc(S(=O)(=O)N(CC)c3ccccc3)c2)CC1,nt,4,0.5,1,0.0,-21,4,-6
CCSc1nc2nn(-c3ccccc3)c(=O)c-2c2n1CCCCC2,-6,-8,nt,nt,nt,79,nt,-8
CCOc1ccc(-n2c(SCC(=O)Nc3ccc4c(c3)OCO4)nc3c(c2=O)SCC3)cc1,4,-3,1.7,5,0.2,-20,-6,-2
CCN(CC)C(=O)CSc1nc(O)c(Cc2ccccc2)c(=O)n1-c1ccc(C)cc1,-7,5,-1.8,5,0.0,-5,-8,nt
CC(C)[C@H](NS(=O)(=O)c1ccccc1F)C(=O)NC1CCCCC1,-5,5,3.2,2,-0.7,nt,-8,-1
O=C(O)C1CCC(Cn2c(SCc3cc(=O)n4cc(Br)ccc4n3)nc3ccsc3c2=O)CC1 (stereo not given),5,nt,0.5,-28,0.0,-13,-4,nt
CCS(=O)(=O)Nc1ccc2c(c1)C(=O)N(C)C[C@H](OC)[C@@H](C)CN(C(=O)c1ccc3c(c1)OCO3)[C@H](C)CO2,-3,-2,2.5,4,0.3,19,-12,-2
Cc1ccccc1NC(=O)CSc1nc2ccc(Nc3nc(N4CCOCC4)nc(N4CCOCC4)n3)cc2s1,1,10,1.1,0,0.0,5,-3,-1
O=C(NC1CCCC1)C(c1ccc(Cl)cc1)N1CCc2ccccc21 (stereo not given),6,-1,1.8,1,0.3,nt,-11,1
CCCSc1ccc([C@H]2N[C@@](CC(C)C)(C(=O)OC)[C@H]3C(=O)N(C)C(=O)[C@@H]23)cc1,-4,2,1.8,-1,0.0,-15,-8,-6
COc1cc(C2C(C(=O)Nc3ccccc3OC)=C(C)Nc3ncnn32)ccc1O (stereo not given),8,8,-1.8,1,0.0,16,9,-2
Cc1ccsc1C1NC(=O)c2c(sc3c2CCN(C)C3)N1 (stereo not given),3,-28,2.7,1,0.7,9,-88,20
O=C(O)CCc1ccc(-c2ccc(Br)cc2)n1-c1ccc(O)cc1,-4,5,-0.2,3,0.4,-8,-29,-2
NC(=O)C1CCN(S(=O)(=O)c2ccc3c(c2)OCCO3)CC1,-6,nt,-3.7,nt,0.8,11,-15,nt
COc1ccc(C(=O)NCc2cccs2)cc1S(=O)(=O)N1CCOCC1,-2,-4,-3.3,-3,0.0,8,-10,-5
COc1ccc(OC)c(NC(=O)c2cnc3n(c2=O)CCS3)c1,-11,4,-2.2,2,0.1,4,-3,0
CCOC(=O)Cc1csc(NC(=O)Cc2ccc([N+](=O)[O-])cc2)n1,-2,nt,nt,14,0.0,-6,10,nt
Cc1noc(C)c1S(=O)(=O)N(C)C[C@@H]1Oc2ccc(NS(=O)(=O)c3cccs3)cc2CC(=O)N([C@H](C)CO)C[C@H]1C,6,3,0.4,2,0.3,3,12,3
C/C(=N\O)c1c(O)cc(-c2ccccc2)n(-c2ccccc2)c1=O,-8,-4,-0.8,-1,0.0,25,-316,nt
COc1ccc(NC(=O)c2c(F)cccc2F)cc1S(=O)(=O)Nc1ccc(Br)cc1,-6,-1,1.0,0,0.0,-24,-10,nt
COc1ccc(OCC(=O)N2CCN(S(=O)(=O)c3ccccc3[N+](=O)[O-])CC2)cc1,3,nt,-1.3,-2,0.0,-30,-18,-1
Cc1cc(C(=O)NCC(=O)OC(C)C(=O)N2CCOCC2)ccc1[N+](=O)[O-] (stereo not given),-7,-15,4.2,-3,0.1,21,-11,-3
C[C@@H]1CN([C@H](C)CO)C(=O)c2cc(NC(=O)c3ccncc3)ccc2O[C@H]1CN(C)Cc1ccc(C(F)(F)F)cc1,8,0,2.9,3,-0.1,2,-3,-2
Cc1ccc(OCC(=O)NNC(=O)c2cc(S(=O)(=O)N(C)C)ccc2N2CCCC2)cc1,nt,-4,1.4,1,0.2,-10,-68,2
Clc1ccc(C(c2nnnn2C2CCCC2)N2CCSCC2)cc1 (stereo not given),0,6,-0.5,-5,nt,-38,-12,-1
O=C(C1=C[C@H](c2coc3ccccc3c2=O)C[C@H](OCCCCO)O1)N1CCN(Cc2ccccc2)CC1,1,1,1.4,nt,0.0,-2,nt,2
C[C@H]1CN([C@@H](C)CO)C(=O)c2cc(C3=CCCCC3)cnc2O[C@@H]1CN(C)CC1CCOCC1,0,2,-0.5,-2,-0.4,3,2,1
O=C1c2cccc(OCC(=O)N3N=C(c4cccs4)CC3c3ccc(F)cc3)c2CCN1Cc1ccccc1 (stereo not given),-4,-2,nt,-1,-0.1,nt,-4,nt
C[C@@H]1CN([C@@H](C)CO)C(=O)Cc2cc(NC(=O)Cc3cn(C)c4ccccc34)ccc2O[C@H]1CN(C)Cc1ccccc1,15,0,0.6,2,0.1,-20,23,-3
CCNC(=O)CN(c1ccc(Oc2ccccc2)cc1)S(=O)(=O)c1ccccc1,-5,11,2.5,-2,0.3,3,-7,1
CC(=O)Oc1ccc(C(=O)Nc2cccc(NC(=O)c3ccco3)c2)cc1,1,13,0.1,-2,0.0,-6,-7,4
COCc1cc(CNC(=O)C2CCC(=O)N(Cc3ccccc3OC)C2)[nH]n1 (stereo not given),23,-3,1.0,0,0.2,15,-15,-3
C[C@H]1CN([C@@H](C)CO)C(=O)Cc2cc(NC(=O)NC3CCCCC3)ccc2O[C@@H]1CN(C)C(=O)Nc1ccccc1,21,7,-1.5,2,-1.6,8,0,-2
